# hK5 inh: kallikrein 5 (human) inhibition; Q9Y337; recombinant hK5, fluorogenic AMC substrate cleavage; inhibition, % at 5 µM; 210,000 compounds, 0.59% hits;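 active means inhibition of 40% or more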;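 further: 0% = enzyme controls without compound and 100% = no-enzyme blanks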
# PERK inhibitor: blocks human PERK kinase. CHO PERK-DD fusion, SEAP luminescence translation reporter. inhibition, % at 5.6 µM. 220,000 compounds, 0.17% hits;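 active means inhibition above the mean inhibition of all tested compounds plus 3 SD, set separately per screening campaign, cut at about 2.9% in these data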;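 further: PERK kinase domain activated by AP20187 dimerizer at 100 nM; 0% = DMSO with dimerizer and 100% = rapamycin at 8.4 µM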
# Furin inhibitor: human furin inhibition; purified furin, fluorogenic substrate cleavage; inhibition, % at 30 µM; AID 463115; 220,000 compounds, 0.061% hits; in the data active means inhibition above about 25%; further: inactives centre near -15
# FXIa inh: factor XIa (human) inhibition; P03951; purified FXIa, Boc-Glu-Ala-Arg-AMC fluorogenic substrate; inhibition, % at 5 µM; 220,000 compounds, 0.14% hits;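 active means inhibition of at least 40%; inactive means inhibition below 40%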;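 further: fluorescence of freed AMC excited at 355 nm; 0% = enzyme without compound and 100% = no enzyme blank; many of its hits are not listed in these tables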
# Wee1 stabilizer: human Wee1 degradation inhibition, primary screen; 220,000 compounds, 1.2% hits; HeLa Luc-Wee1K328M stability, luciferase luminescence; 100% = proteasome inhibitor MG132 effect; AID 1321; P30291; reporter increase, % at 5 µM;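 active means activation above the mean of all tested compounds plus 3 SD, set per screening run, cut at about 8.8% in these data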;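 further: cells exposed to compound for 20 h before luminescence read; 0% = DMSO alone and 100% = MG132 at 30 µM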
# p97 inhibitor: inhibitors of human p97 ATPase; recombinant p97 ATPase, Kinase-Glo ATP luminescence, 3 h; inhibition, % at 8 µM; 220,000 compounds, 0.42% hits; AID 1481; in the data active means inhibition above about 15%;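 further: 0% = DMSO vehicle and 100% = wells lacking enzyme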
# thrombin 1536: thrombin (human) inhibition. inhibition, % at 5 µM. 220,000 compounds, 0.26% hits. P00734. alpha-thrombin, Boc-VPR-AMC fluorogenic substrate cleavage. AID 1046;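 active means inhibition at or above 40%; inactive means inhibition below 40%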;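 further: 0% = enzyme with no compound and 100% = wells without enzyme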
#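 Assay system: human alpha-thrombin enzyme. Reagent: Boc-VPR-AMC substrate, 15 µM final. Compound dosing: one concentration per compound, 5 µM, with 0.2% DMSO. Incubation: room-temperature reaction. Technique: AMC fluorescence, 355/460 nm. Measure: % inhibition relative to enzyme controls and enzyme-free blanks.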
# Cl transport mod: modulators of human KCC2 chloride dependent transport | 190,000 compounds, 2.2% hits | KCC2 cells, thallium flux FluoZin-2 fluorescence | AID 1456 | B-score of Tl+ flux slope (higher = more flux/activation; lower = inhibition) at 10 µM;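 active means thallium flux slope and its plate-corrected score both differing from the plate sample mean at a set confidence after two filtering rounds, in either direction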;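 further: slope of fluorescence scaled to starting intensity during 10 to 20 s after thallium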
# Target sequence (Q9H2X9 whole entry, looked up): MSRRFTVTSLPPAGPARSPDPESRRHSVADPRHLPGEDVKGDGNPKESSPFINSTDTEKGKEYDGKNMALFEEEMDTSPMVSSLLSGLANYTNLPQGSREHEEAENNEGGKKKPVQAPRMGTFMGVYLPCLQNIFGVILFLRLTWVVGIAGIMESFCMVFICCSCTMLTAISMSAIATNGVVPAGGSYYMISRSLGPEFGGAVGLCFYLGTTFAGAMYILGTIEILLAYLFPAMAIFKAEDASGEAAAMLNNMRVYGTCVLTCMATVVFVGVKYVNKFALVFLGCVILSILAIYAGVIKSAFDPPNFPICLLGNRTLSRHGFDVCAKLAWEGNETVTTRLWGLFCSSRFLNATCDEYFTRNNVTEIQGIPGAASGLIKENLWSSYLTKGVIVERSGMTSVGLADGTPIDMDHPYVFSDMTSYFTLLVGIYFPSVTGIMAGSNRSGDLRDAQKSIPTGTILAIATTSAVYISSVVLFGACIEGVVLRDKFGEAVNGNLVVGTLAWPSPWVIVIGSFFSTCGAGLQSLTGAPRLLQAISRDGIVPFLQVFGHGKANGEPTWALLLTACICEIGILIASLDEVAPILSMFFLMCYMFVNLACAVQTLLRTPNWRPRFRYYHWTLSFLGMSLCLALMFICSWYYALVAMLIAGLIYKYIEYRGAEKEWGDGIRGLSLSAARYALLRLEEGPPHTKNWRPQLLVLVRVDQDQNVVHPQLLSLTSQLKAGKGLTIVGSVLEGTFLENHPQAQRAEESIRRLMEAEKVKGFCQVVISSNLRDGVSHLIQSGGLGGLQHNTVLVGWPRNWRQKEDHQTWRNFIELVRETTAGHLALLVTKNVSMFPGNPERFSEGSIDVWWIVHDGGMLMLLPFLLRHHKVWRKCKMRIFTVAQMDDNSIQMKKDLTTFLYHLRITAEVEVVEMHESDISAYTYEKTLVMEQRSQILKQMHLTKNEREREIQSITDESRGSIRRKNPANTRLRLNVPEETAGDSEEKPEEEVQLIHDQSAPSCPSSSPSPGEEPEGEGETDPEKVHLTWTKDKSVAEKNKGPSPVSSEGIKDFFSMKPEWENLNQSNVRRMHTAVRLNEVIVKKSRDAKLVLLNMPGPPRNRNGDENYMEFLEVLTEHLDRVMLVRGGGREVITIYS
# FXIIa inh 1536: factor XIIa (human) inhibition. P00748. purified FXIIa, Boc-QGR-AMC fluorogenic substrate, 2 h. inhibition, % at 5 µM. 220,000 compounds, 0.3% hits. AID 800; in the data active means inhibition above about 40%;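 further: 0% = enzyme with no compound and 100% = blank without enzyme; many of its hits are not listed in these tables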
# Active calls of the source: *; / = no result given; [ ] = another dose, or the depositor's remark. An unsorted share of the library; overall some 4.4% were active at least once.
# Every second line gives: hK5 inh, PERK inhibitor, Furin inhibitor, FXIa inh, Wee1 stabilizer, p97 inhibitor, thrombin 1536, Cl transport mod, FXIIa inh 1536
- Cc1nnc(-c2ccc(Oc3ccc(Cl)cc3)c([N+](=O)[O-])c2)o1
→ -0.8, -0.7, -6.6, 0.9, 4.4, -1.8, 0.1, 0.222, 4.2
- Cc1cccc(N(C(=O)c2cnc3n(c2=O)CCS3)C2CCCCC2)c1
→ -6.0, -1.2, 10.1[20 µM], 18.2, -2.3, -7.0, -1.6, -1.45, 14.8
- Nc1nc(NCCOCCO)nc(NCC2CCCO2)c1[N+](=O)[O-] (stereo unspecified)
→ 0.6, 1.0, -6.0, 0.5, 1.8, 3.1, -2.0, -0.461, 4.7
- O=Cc1cnc(N2CCOCC2)nc1
→ -19.1, 0.2, 4.7, -8.1, 0.1, 0.9, -11.4, 0.491, -0.6
- COc1ccc([N+](=O)[O-])cc1CSc1ccccn1
→ -36.5, 0.5, -13.8, -3.2, -0.6, 3.4, -0.9, -1.36, 3.0
- COc1ccc(CNC(=O)CCCCCn2c(SCC#N)nc3cc4c(cc3c2=O)OCO4)cc1
→ -6.7, 0.9, -14.4, 6.1, -0.5, 6.0, -2.7, 0.379, -2.4
- CCOC(=O)C(C)Sc1nc(-c2ccccc2)nc2ccc(F)cc12 (stereo unspecified)
→ 9.1, 2.4, -10.6, -22.5, -3.4, 2.1, 0.2, 0.869, -2.4
- O=C(O)Cn1cc(/C=c2/sc3nc4ccccc4n3c2=O)c2ccccc21
→ 6.8, 1.9, 0.9, 4.2, 0.0, 1.7, 1.0, 0.306, 8.7
- Cc1cc(C)c(C)c(OCCOCCN2CCOCC2)c1
→ -8.2, -0.2, -14.3, -2.9, -1.8, -1.5, -4.6, 0.029, 5.6
- O=S(=O)(c1ccc(Cl)cc1)N1CCN=C1SCc1cccc(Cl)c1
→ -8.6, 1.0, -19.6, 6.5, 2.6, -2.1, 0.7, -2.56, 6.7
- COc1cc2[nH]c(C(=O)NN)c(N)c2cc1OC
→ -12.6, 0.2, -16.7, -8.6, -0.4, 4.8, -10.8, -0.0336, 3.3
- Cc1c(Cl)cccc1N=Cc1ccc([N+](=O)[O-])s1
→ -2.8, 0.5, -19.5[20 µM], -2.3, 0.3, 1.2, -2.3, /, 3.0
- CCC(=O)N/N=C(\C)CC(=O)Nc1ccc(Cl)cc1
→ -1.4, 0.2, -16.6, 22.0, 2.6, -0.4, 5.4, 0.0227, 28.1
- CS(=O)(=O)N1CCC(C(=O)O)CC1
→ -19.1, -0.3, -15.9[20 µM], 2.4, -2.7, 2.7, -1.1, 0.452, 6.6
- COc1ccccc1NC(=O)CSc1nnc(CC(=O)Nc2cccc(C(F)(F)F)c2)n1C
→ -1.1, 0.5, -12.7[20 µM], 4.1, -2.2, -2.8, 2.8, /, 16.2
- CCOC(=O)c1ccc(NC(=O)CC2C(=O)OCCN2CC)cc1 (stereo unspecified)
→ 3.2, 0.3, -21.6, 1.3, -1.8, 3.2, 2.4, 0.715, 12.5
- Cc1ccc(S(=O)(=O)CCNC(=O)Cc2ccccc2)cc1
→ 2.8, -0.5, -22.0, -1.3, -0.7, -1.5, -2.9, 0.387, 8.6
- O=C(CCNS(=O)(=O)c1cccs1)NC1CCN(Cc2ccccc2)CC1
→ 3.4, 0.4, -18.4, 0.9, 3.2, 3.9, -7.6, 1.05, 11.0
- CCC1(C(=O)c2ccccc2)C(c2cccc([N+](=O)[O-])c2)C1(C(=O)OC)C(=O)OC (stereo unspecified)
→ -1.4, -0.6, -23.2, 5.0, 5.1, 0.8, 1.2, 0.123, 5.1
- N#CCSc1nc(N)c(C#N)c(C2CCCCC2)c1C#N
→ -3.6, -0.4, -16.2, 2.3, -2.6, 2.1, -6.1, -1.25, 14.8
- COC(=O)c1ccc(S(=O)(=O)N2CCCC2)o1
→ -10.4, 1.7, -27.0[20 µM], -1.6, -1.0, 1.0, 5.6, 0.514, 17.3
- COc1ccc(N(CC(=O)NC2CCCCC2)C(=O)CNC(=O)c2ccco2)c(OC)c1
→ -12.2, -0.7, -20.1[20 µM], 3.1, 1.5, -1.8, 1.0, 0.792, 14.4
- Cc1ccc(-n2nc(C(=O)NCc3ccc(C)o3)c3c4ccccc4n(C)c3c2=O)cc1
→ -8.6, -1.6, -18.0[20 µM], 3.3, 1.1, -5.5, 0.6, -0.712, 13.5
- COc1ccc(-c2[nH]ncc2C2N=C(N)Nc3nc4ccccc4n32)cc1 (stereo unspecified)
→ 18.3, 0.8, -4.3, 47.2*, 1.3, -0.5, 8.7, -0.0235, 31.0
- O=[N+]([O-])c1cccc(N=Cc2sc3ccccc3c2O)c1
→ /, 1.2, -21.3, 4.2, -1.5, 6.1, 4.2, -0.0691, 14.8
- O=C(CCCN1C(=O)c2cccnc2C1=O)Nc1ccc(Br)cc1
→ 0.5, 1.2, -31.1, -2.1, 0.0, 4.0, 0.6, 0.457, 6.0
- CN(C)CCCN(C(=O)c1cccc(N2C(=O)CCC2=O)c1)c1nc2cc3c(cc2s1)OCO3
→ 16.9, -0.3, 2.6, 16.3, -1.1, -1.1, 16.3, -0.75, /
- Cc1ccc(C(=O)Oc2ccccc2N2CCOCC2)cc1
→ 4.0, -0.6, -10.1, 2.9, -3.1, 3.0, 12.6, -0.0022, 7.7
- Cc1nnc(SCC(=O)N2CCC(C(N)=O)CC2)s1
→ 2.5, 0.4, -2.2[20 µM], -1.1, -2.0, 0.4, 3.9, 0.599, 14.0
- CCOC(=O)N1CCC(Nc2ncnc3c2cnn3-c2ccc(Cl)cc2)CC1
→ 4.1, 0.3, -11.3[20 µM], 4.3, 0.4, -2.5, 5.8, /, 10.8
- CC1(C)CC(c2nc(-c3ccccc3)cs2)CCS1 (stereo unspecified)
→ -9.8, 0.9, -3.2, 6.7, 1.1, 1.2, -6.4, 0.264, 17.9
- CCSC1=NC2(CCCCC2)Nc2sc3c(c21)CCCC3
→ -5.6, 0.4, -22.7[20 µM], 4.8, 1.9, 2.2, -5.8, 0.854, 18.6
- COc1cc(CCC(=O)OCC(N)=O)cc(OC)c1OC
→ -0.3, 0.2, -11.2, 2.9, -1.6, 3.1, -4.8, 0.296, 8.7
- COc1ccc(Oc2coc3c(CN4CCOCC4)c(O)ccc3c2=O)cc1
→ -7.4, -0.7, -3.2[20 µM], 7.0, 5.9, -3.4, 5.5, 1.24, 19.1
- CC1(C)Cc2ccccc2-c2nnc(C(F)(F)F)n21
→ -11.5, 1.5, -16.9, 3.1, 1.2, 2.6, -3.3, -0.326, 6.5
- Cc1[nH]c(=S)[nH]c(=O)c1Cc1ccc(OCC(C)C)cc1
→ /, 1.5, -23.4, 0.1, 4.1, -2.0, -2.6, -0.351, 7.2
- CC1(C)C2(C#N)C(N)=NC3(OCCO3)C12C#N (stereo unspecified)
→ 1.9, 1.1, -22.3[20 µM], 7.1, -0.8, 0.5, -19.2, 0.612, -0.2
- COc1ccccc1N1CCN(C2CCN(C(=O)COc3cccc(C)c3)CC2)CC1
→ -17.6, -0.5, 1.9, 7.6, 0.2, 4.7, -11.5, -0.273, 6.9
- CCSC1=NCCN1S(=O)(=O)c1ccccc1
→ 0.7, 2.2, -22.7, 1.8, 3.0, 7.3, 1.6, 0.708, 5.1
- CCC(CC)c1nc2ccccc2c(=O)[nH]1
→ 3.5, 0.7, -22.1, -0.9, -3.6, -5.0, -9.0, 0.468, 13.0
- CN(CC(=O)NCCN1CCCCCC1)S(=O)(=O)c1cccc2nsnc12
→ 0.7, 0.0, -5.9, -4.7, 0.3, -1.2, -3.2, /, -9.2
- COc1ccc(C2/C=C\CN(Cc3ccncc3)CC(=O)N2Cc2ccc(F)cc2)cc1 (stereo unspecified)
→ 2.8, /, -24.6, 2.3, /, /, 2.3, -2.01, 9.6
- C=CCNc1nc(N)c(C(=O)Nc2cc(C)on2)s1
→ 8.1, 1.0, 10.2[20 µM], -3.7, 1.7, 0.8, -7.2, /, 2.9
- COc1ccc(/C=N/NC(=O)c2ccc(=O)[nH]n2)cc1OC
→ 5.7, -0.6, 5.7, 4.1, 4.5, 3.6, 9.1, -0.741, 6.8
- Cc1cc2nncn2c(Cc2ccccc2)n1
→ -5.1, 0.9, -20.6, -12.3, -0.8, 2.1, -1.9, -0.623, 8.2
- COc1ccc(NC(=O)CCCNS(=O)(=O)c2cccs2)cc1
→ -3.5, 0.5, -14.9, 4.4, 2.4, 1.7, -2.1, 0.385, 14.3
- CCOc1ccsc1C(=O)O
→ -5.6, 1.9, -24.5, 4.0, -0.2, 2.8, -4.7, 0.117, 6.3
- O=S(=O)(NC1CCCCC1N1CCOCC1)c1ccc(Cl)cc1 (stereo unspecified)
→ 0.4, 1.1, -23.5, 0.6, 6.0, -3.4, 0.7, 0.691, 8.3
- OC(c1ccccc1)C1CN(Cc2ccccc2)CCC1(O)c1ccccc1 (stereo unspecified)
→ 5.5, -1.3, -11.6[20 µM], -7.5, 0.4, 2.0, -5.6, -0.0389, -14.4
- CC(C)(C)Cc1nc(-c2ccc(Cl)cc2)no1
→ -28.7, 0.0, -9.7[20 µM], 0.9, -2.4, 3.6, -12.8, -0.0687, -1.0
- CCOCCCNC(=O)C(Cc1ccccc1)NS(=O)(=O)c1ccc2c(c1)c(=O)n(C)c(=O)n2C (stereo unspecified)
→ -2.6, 0.1, -29.3, -5.8, -0.1, 3.7, 19.9, 0.00968, 5.1
- O=c1cc(N2CCCCC2)c(-c2ccccc2)n[nH]1
→ 16.0, 0.4, -9.3, 1.4, 1.1, -0.8, 2.9, 0.553, 7.4

# Five entries from above, ordered by the number in Cl transport mod, largest number first:
# Every second line gives: hK5 inh, PERK inhibitor, Furin inhibitor, FXIa inh, Wee1 stabilizer, p97 inhibitor, thrombin 1536, Cl transport mod, FXIIa inh 1536
- COc1ccc(Oc2coc3c(CN4CCOCC4)c(O)ccc3c2=O)cc1
→ -7.4, -0.7, -3.2[20 µM], 7.0, 5.9, -3.4, 5.5, 1.24, 19.1
- CCSC1=NC2(CCCCC2)Nc2sc3c(c21)CCCC3
→ -5.6, 0.4, -22.7[20 µM], 4.8, 1.9, 2.2, -5.8, 0.854, 18.6
- CCC(CC)c1nc2ccccc2c(=O)[nH]1
→ 3.5, 0.7, -22.1, -0.9, -3.6, -5.0, -9.0, 0.468, 13.0
- COc1ccccc1N1CCN(C2CCN(C(=O)COc3cccc(C)c3)CC2)CC1
→ -17.6, -0.5, 1.9, 7.6, 0.2, 4.7, -11.5, -0.273, 6.9
- CC1(C)Cc2ccccc2-c2nnc(C(F)(F)F)n21
→ -11.5, 1.5, -16.9, 3.1, 1.2, 2.6, -3.3, -0.326, 6.5

# Part of the list above in order of SMILES length, smallest number first:
# Every second line gives: hK5 inh, PERK inhibitor, Furin inhibitor, FXIa inh, Wee1 stabilizer, p97 inhibitor, thrombin 1536, Cl transport mod, FXIIa inh 1536
- CC1(C)Cc2ccccc2-c2nnc(C(F)(F)F)n21
→ -11.5, 1.5, -16.9, 3.1, 1.2, 2.6, -3.3, -0.326, 6.5
- COc1ccc(C2/C=C\CN(Cc3ccncc3)CC(=O)N2Cc2ccc(F)cc2)cc1 (stereo unspecified)
→ 2.8, /, -24.6, 2.3, /, /, 2.3, -2.01, 9.6
- CCOCCCNC(=O)C(Cc1ccccc1)NS(=O)(=O)c1ccc2c(c1)c(=O)n(C)c(=O)n2C (stereo unspecified)
→ -2.6, 0.1, -29.3, -5.8, -0.1, 3.7, 19.9, 0.00968, 5.1
